Screens: PubChem BioAssay, several laboratories
MOR-DOR inv ag: inverse agonist of human OPRM1-OPRD1 heterodimerization. P35372+P41143. cell-based MOR-DOR heterodimer luminescence, inverse agonism. inhibition, % at 9.3 µM. 340,000 compounds, 0.21% hits; in the data active = inhibition above about 22%, passing the limit was not always enough;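 also: 0% = cells with DMSO and 100% = wells without cells with DMSO; values of inactives mirror those of a sister screen read the other way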
Target sequence (P35372 whole entry, looked up): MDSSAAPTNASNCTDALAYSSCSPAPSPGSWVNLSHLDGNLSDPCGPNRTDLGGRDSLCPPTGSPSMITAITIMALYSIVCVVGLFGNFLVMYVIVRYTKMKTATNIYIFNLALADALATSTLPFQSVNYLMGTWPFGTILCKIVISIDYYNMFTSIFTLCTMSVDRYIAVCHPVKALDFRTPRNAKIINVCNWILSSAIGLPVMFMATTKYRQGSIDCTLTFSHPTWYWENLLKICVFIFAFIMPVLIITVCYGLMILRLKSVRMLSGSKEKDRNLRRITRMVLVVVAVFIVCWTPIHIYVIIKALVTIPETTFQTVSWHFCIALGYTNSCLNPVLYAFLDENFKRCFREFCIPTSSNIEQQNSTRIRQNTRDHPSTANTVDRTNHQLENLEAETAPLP
Target sequence (P41143 whole entry, looked up): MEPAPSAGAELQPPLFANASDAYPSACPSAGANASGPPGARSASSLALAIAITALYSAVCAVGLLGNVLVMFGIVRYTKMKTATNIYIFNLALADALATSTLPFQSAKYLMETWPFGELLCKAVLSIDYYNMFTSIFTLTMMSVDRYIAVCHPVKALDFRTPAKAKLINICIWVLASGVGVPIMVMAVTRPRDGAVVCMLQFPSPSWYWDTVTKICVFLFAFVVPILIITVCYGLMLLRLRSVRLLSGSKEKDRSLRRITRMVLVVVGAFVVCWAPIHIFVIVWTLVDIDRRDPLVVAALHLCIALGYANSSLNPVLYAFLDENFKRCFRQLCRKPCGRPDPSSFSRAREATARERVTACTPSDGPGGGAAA
Tat transport: blocks Tat-dependent protein export in E. coli; E. coli MC4100 TorA-mCherry Tat export, fluorescence; inhibition, % at 10 µM; 340,000 compounds, 0.036% hits;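 active = mean replicate inhibition at least 50% and at least half of replicates individually reaching 50%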;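 also: exported cargo escapes ClpAP degradation while cytoplasmic cargo is degraded and loses fluorescence; 0% = median of neutral control wells and 100% = median of NaSCN control wells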
PKA-R1A act: PKA-R1A complex activation; P00514+P68181; PKA-R1A dissociation, Cy5-IP20 fluorescence polarization; scaled: DMSO 0%, 113 µM cGMP 100%; activation, % at 11.4 µM; 340,000 compounds, 0.083% hits;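 active = percent activation above the mean of all tested compounds plus 3 SD, cut at about 19% in these data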;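 also: higher means more PKAc released from R1A so a rise in polarization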
PKA-R2B act: PKA-R2B complex activation | P22694+P31323 | PKA-R2B holoenzyme dissociation, Cy5-IP20 fluorescence polarization; R2B truncated from residue 108, S112A mutant; 0% DMSO only, 100% 113 µM cGMP | activation, % at 11.4 µM | 340,000 compounds, 0.079% hits | AID 504700;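 active = activation above a cutoff set at the mean over all compounds plus 3 SD, cut at about 18% in these data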;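 also: higher means more holoenzyme dissociation and a rise in polarization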
PfHsp90 yeast 2: growth inhibition of yeast expressing Plasmodium Hsp90; 310,000 compounds, 0.32% hits; S. cerevisiae expressing PfHsp90, BacTiter-Glo ATP, 48 h; yeast lacking PDR1 and PDR3 efflux regulators; inhibition, % at 9.4 µM;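 active = every replicate shows inhibition above about 80%, whatever the replicate mean, limit read from the data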;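 also: 0% = DMSO neutral controls and 100% = 20 µM radicicol positive controls; yeast relying on Plasmodium falciparum Hsp90 in place of its own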
HTR5A inv ctr: HTR5A inverse agonism, opioid heterodimer counter-screen; P47898; HTR5A cell line, luminescence; inhibition, % at 9.3 µM; 340,000 compounds, 0.083% hits; in the data active = inhibition mostly above about 23%, no sharp cut-off; inactive = mostly below about 18%;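 also: 0% = cells with DMSO and 100% = no-cell wells with DMSO; some compounds called inactive have numbers as strong as hits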
AddAB inh: less growth of phage-infected E. coli with AddAB; AID 435030; inhibition, % at 11.9 µM; 330,000 compounds, 0.29% hits; E. coli expressing H. pylori AddAB, absorbance growth; in the data active = inhibition above about 12%;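 also: 0% = vehicle wells of infected cells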
MOR-DOR ag: OPRM1-OPRD1 heterodimerization agonism; P35372+P41143; activation, % at 9.3 µM; 340,000 compounds, 0.3% hits; cells, luminescence; in the data active = activation above about 18%;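 also: 0% = vehicle-treated cells and 100% = reference agonist; values of inactives mirror those of a sister screen read the other way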
E coli growth: counter-screen for AddAB inhibitors: E. coli growth inhibition; E. coli V3065 growth, OD600 absorbance, 18 h; inhibition, % at 11.9 µM; AID 449728; 330,000 compounds, 0.27% hits;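 active = inhibition above the campaign's mean inhibition across all tested compounds plus 3 SD, cut at about 9.9% in these data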;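 also: uninfected addAB+ strain grown without phage in ampicillin broth; 0% = DMSO wells and 100% = ciprofloxacin 0.95 µg/ml wells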
Mot1-301 SUMO: blocks SUMOylation pathway, rescuing yeast Mot1-301 growth; growth rescue, % at 18.8 µM; AID 2716; 320,000 compounds, 1% hits; S. cerevisiae Mot1-301 growth rescue, ATP luminescence, 38.5C; percent above DMSO median, 100 means doubled;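 active = every valid replicate shows activation above 250% relative to neutral control wells; inactive = the rest, any valid replicate at or below 250%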;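 also: OY570 slx delta 5 strain wells were the positive control but not used for scaling; some compounds called inactive have numbers as strong as hits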
phage Ecoli inh: E. coli growth loss with phage present. growth absorbance. inhibition, % at 11.9 µM. 360,000 compounds, 0.26% hits; in the data active = inhibition above about 11%
* = called active by the depositor; i = inactive; / = no result given.

SMILES	MOR-DOR inv ag	Tat transport	PKA-R1A act	PKA-R2B act	PfHsp90 yeast 2	HTR5A inv ctr	AddAB inh	MOR-DOR ag	E coli growth	Mot1-301 SUMO	phage Ecoli inh
CN(C)CC1CSCCC1(O)c1ccc(Cl)cc1 (stereo unspecified)	3	-5	-21	7	9	-11	2.2	-0.6	-0.8	103	1.0
CCOc1cc(C=C2C(=O)NC(=O)NC2=O)ccc1OS(=O)(=O)c1ccccc1	3	-3	7	8	-41	-20	2.6	-0.7	-0.2	2	/
C/C(=N\N1CCCCC1c1cccnc1)c1c(O)n(C2CCCCC2)c(=S)[nH]c1=O (stereo unspecified)	-1	1	0	4	-47	-16	2.7	0.2	4.0	-14	3.2
COc1ccc(/C=C2/C(=O)NC(=O)N(c3ccccc3)C2=O)cc1CN1C(=O)c2ccccc2C1=O	14	18	-4	4	11	3	1.5	-2.6	1.8	-1	/
COc1ccc(/C=C2/C(=O)NC(=O)N(c3ccc(C)c(C)c3)C2=O)cc1CN1C(=O)c2ccccc2C1=O	9	-42	0	-13	11	16	-0.7	-1.5	2.4	-18	2.9
CCCCCCn1c(O)c(C=NCCN2CCOCC2)c(=O)[nH]c1=O	6	-2	-14	-4	-7	11	4.6	-0.9	1.9	-3	0.8
CCOP(=O)(NC(C)C)Oc1ccc(SC)c(C)c1 (stereo unspecified)	5	3	8	0	-18	11	/	-1.3	/	/	-0.1
O=c1[nH]c(=S)n(C2CC2)c(O)c1C=NCc1ccc(F)cc1	6	-1	11	10	3	-2	27*	-1.1	15*	34	1.9
NC(=O)c1cn(C2CCCCC2)c2ccccc2c1=O	12	9	6	7	1	8	3.0	-2.8	1.2	2	3.4
CC(Cc1ccccc1)NCCC(=O)NC(C)Cc1ccccc1 (stereo unspecified)	8	-8	-10	-10	11	-15	0.2	-1.6	0.4	-7	1.5
COC(=O)c1c(C)[nH]c(C(=O)C(C)[N+]23CCN(CC2)CC3)c1C (stereo unspecified)	3	-3	-2	3	-29	-13	3.8	-0.6	-4.8	-6	3.8
COc1ccc(CCNCc2cccn2C)cc1OC	17	-3	-3	-9	14	-12	6.3	-3.4	2.1	-21	2.2
Cc1ccc(CN2C3CCCC2CC(NC(=O)Nc2cccc(F)c2)C3)cc1 (stereo unspecified)	-47	2	-4	2	23	-15	3.0	8.8	2.6	4	4.8
CCOC(=O)C(C)(CC)NC(=O)CSP(=S)(OCC)OCC (stereo unspecified)	5	-2	-6	-7	/	8	0.7	-0.8	-1.6	-12	-0.9
O=C1NC(=O)N(c2ccccc2)C(=O)/C1=C/c1ccc(Sc2ccccc2)o1	4	-15	-1	2	-49	8	-1.8	-0.8	-1.4	3	/
O=C(Nc1ccccc1)NC1CC2CCC(C1)N2 (stereo unspecified)	17	1	0	-6	-8	-17	0.0	-3.5	1.6	6	0.9
CC1NC(=O)NC(=O)C1Br (stereo unspecified)	12	-10	3	-9	13	-1	/	-2.5	/	/	1.9
O=c1c2ccccc2nc(-c2cccs2)n1-c1ccccc1	-8	-6	-8	-5	-28	-1	0.4	1.6	1.3	10	1.8
CN(C(=O)c1ccco1)C1(c2ccccc2Cl)CCCCC1=O (stereo unspecified)	9	-6	-4	0	17	-25	4.4	-1.5	-0.1	/	2.6
CCCCCCCC(=O)NC(Oc1ccccc1[N+](=O)[O-])C(Cl)(Cl)Cl (stereo unspecified)	-40	-8	1	-9	1	7	1.9	7.0	-0.9	7	2.7
Cn1cc([N+](=O)[O-])c(C(=O)Nc2ccc3c(C(F)(F)F)cc(=O)oc3c2)n1	17	-2	6	8	21	5	1.9	-4.1	0.6	-20	2.0
CCN(CC)c1ccc(C=C2C(=O)N(C)C(=S)N(C)C2=O)o1	21	-12	2	-7	4	12	2.8	-3.9	1.2	-18	3.0
Cc1nc2ccc(Cl)cc2c(=O)n1-c1cccc(Cl)c1	11	-3	-13	-7	7	5	3.2	-2.3	0.3	-9	3.4
Cc1ccc(S(=O)(=O)NP(=O)(Oc2ccccc2)Oc2ccccc2)cc1	10	-11	-3	-4	4	-6	2.4	-1.8	1.4	9	-0.5
O=C(O)C1C2CCC(O2)C1C(=O)Nc1ccc(Cl)cc1 (stereo unspecified)	/	-8	/	/	4	/	1.6	/	0.6	-5	2.8
COC(=O)C1=C(c2ccc3ccccc3c2)C[C@@H]2CC[C@H]1N2C(=O)NCCO	9	3	1	-1	12	10	0.6	-1.6	0.5	10	2.7
CN1C(=O)C(Cc2nc3ccccc3c(=O)n2-c2ccccc2)c2ccccc21 (stereo unspecified)	11	-5	-8	3	-2	-7	0.6	-2.2	2.5	11	-0.3
CN1CCN(Cc2ccc3ccccc3c2)CC1	1	6	-1	-5	-2	15	-0.2	-0.1	-0.1	-8	1.4
O=C(Nc1ccccc1)c1c(O)c2c(n(Cc3ccco3)c1=O)CCCC2	19	3	0	-2	-1	-4	2.8	-3.7	2.4	-8	3.1
N#CCC(=O)NN1Cc2ccccc2C1=N	2	-1	-2	-2	-10	6	4.0	-0.4	-2.8	-12	2.0
CCCCCSc1cc(OC)c(CCN(C)C)cc1OC	-2	4	-8	5	-5	12	3.9	0.3	0.8	-18	-0.1
Cc1nc2ccc(Br)cc2c(=O)n1-c1ccc([N+](=O)[O-])c(C(F)(F)F)c1	-30	-2	-2	5	7	2	1.2	5.7	2.0	-10	0.0
Cc1cccc(OP(N)(N)=O)c1C	-3	4	-4	-3	-22	0	1.2	0.6	1.5	271	2.9
COc1ccccc1N1CCN(Cc2ccc(F)cc2)CC1	1	-10	-2	9	-5	-4	1.3	-0.2	0.6	-5	5.6
COc1cc(O)cc2c1C(=O)OC(C)CCCC(=O)CCC/C=C\2 (stereo unspecified)	7	-3	-8	1	-1	10	-1.3	-1.2	-1.5	7	-0.1
Cc1cccc(N2C(=O)CC(=O)NC2=O)c1	-8	-3	-3	-2	32	-10	3.2	1.3	-1.7	3	2.0
O=C(CF)N(O)c1ccc(C=Cc2ccccc2)cc1	8	10	4	0	2	-15	/	-1.6	/	/	1.4
CSc1ccc(CNC2CN3CCC2CC3)cc1 (stereo unspecified)	11	-2	-16	-10	24	-21	0.9	-1.9	0.6	1	3.5
CC(O)(CS(=O)(=O)c1ccccc1)C(=O)Nc1cccc(C(F)(F)F)c1 (stereo unspecified)	11	7	-1	-3	-8	-24	-0.4	-2.0	2.8	-7	3.2
CCC(C)N=Cc1c(O)n(-c2ccccc2)c(=O)[nH]c1=O (stereo unspecified)	12	-12	-2	-8	-17	20	0.1	-2.2	-0.9	22	4.9
Cc1ccc(S(=O)(=O)Oc2ccccc2C=C2C(=O)N(C)C(=O)N(C)C2=O)cc1	6	-9	3	-13	-4	-6	1.8	-1.2	-1.9	-4	0.3
CCC(C)N1C(=O)/C(=C\c2cnc(N(C)C)nc2)C(=O)NC1=S (stereo unspecified)	20	-8	1	3	-25	8	2.6	-3.8	-0.2	-17	6.5
O=c1[nH]c(=S)[nH]c(O)c1N=Nc1ccc2c(c1)OCCO2	23	-5	-5	-4	6	0	1.8	-4.2	0.7	-13	2.6
CCC(=O)C(CCN1CCOCC1)(c1ccccc1)c1ccccc1	i	-3	-2	-2	-12	3	1.9	271*	-1.0	-15	2.2
S=P(NCCSCc1ccccc1)(N1CC1)N1CC1	5	2	3	-2	/	2	/	-0.9	/	/	2.4
COC(=O)C1=C(c2ccc(OCc3ccccc3)cc2)C[C@@H]2CC[C@H]1N2C(=O)NC1CCN(Cc2ccccc2)CC1	-24	12	0	-4	-10	-7	0.4	4.2	-0.7	8	/
COc1ccc(C(=O)Nc2cccc(S(=O)(=O)NCc3ccco3)c2)cc1	16	-3	15	-4	/	0	4.0	-3.0	2.4	0	-0.9
COc1ccc(OCC(=O)N2CCCC(N3CCN(c4ccccc4C)CC3)C2)cc1 (stereo unspecified)	13	6	3	2	0	2	0.2	-3.9	2.1	-1	1.0
COC(=O)N(C)c1ccc(C(O)(C(=O)OC)C(F)(F)F)cc1 (stereo unspecified)	3	-2	-16	14	-6	-1	0.7	-0.4	-1.8	8	3.1
FC(F)(F)c1ccccc1CCN1CCNCC1	17	1	1	3	33	7	-2.5	-3.8	-0.2	-17	2.5
CCCCCn1c(=O)c(C(=O)Nc2nc(CC(=O)OCC)cs2)c(O)c2ccccc21	6	5	-3	1	-26	2	1.8	-1.2	1.5	349	3.7
Cc1oc(-c2ccc(Cl)cc2)nc1CS(=O)CC(=O)N1CCC2(CC1)OCCO2 (stereo unspecified)	14	-2	-2	-2	18	-40	4.1	-3.1	-1.4	-4	4.3
N#Cc1cn(C2OC(CO)C(O)C2O)c2ncnc(N)c12 (stereo unspecified)	13	-8	8	-9	-1	-14	/	-3.0	/	/	1.9
Cc1nn(Cc2ccccc2)c(C)c1C(=O)OCC(=O)Nc1cccc(S(N)(=O)=O)c1	6	1	7	1	-1	4	0.8	-1.2	0.9	15	0.3
COc1ccc(-c2nc3ccc(C(=O)N4CCC5(CC4)OCCO5)cc3nc2-c2ccc(OC)cc2)cc1	12	6	-1	-5	-21	-13	2.7	-2.2	-1.5	0	2.6
CCC(C)NC(=O)CN1C(=O)CN=C(c2ccccc2)c2ccccc21 (stereo unspecified)	3	9	-1	1	3	-4	0.2	-0.5	-2.5	9	4.5
C[C@]12CC[C@H](O)CC1=CC[C@@H]1[C@@H]2CC[C@]2(C)C(=O)CC[C@@H]12	12	-2	-8	5	16	9	-0.3	-2.3	0.6	124	3.0
O=C1NC(=O)C(Cc2ccccc2)(Cc2ccccc2)C(=O)N1	4	1	0	2	9	-17	/	-0.9	/	/	1.6
c1ccc2c(N3CCNCC3)cccc2c1	6	-6	-6	3	-8	-20	1.9	-1.1	1.2	64	5.2
O=P1(NCCCl)OCCCN1CCCl (stereo unspecified)	3	6	4	2	4	15	0.0	-0.6	-1.1	0	4.1
(more compounds)
SMILES	MOR-DOR inv ag	Tat transport	PKA-R1A act	PKA-R2B act	PfHsp90 yeast 2	HTR5A inv ctr	AddAB inh	MOR-DOR ag	E coli growth	Mot1-301 SUMO	phage Ecoli inh
CCCCn1c(=O)c(C=Nc2cccnc2Cl)c(O)n(CCCCl)c1=O	1	4	-9	-7	-2	-3	-1.6	-0.1	-0.3	-7	2.8
CCC(=O)c1cn(Cc2ccccc2)c2ccccc12	-1	4	11	5	-53	26	2.7	0.2	-0.8	-8	1.6
COc1cccc(-n2c(=S)[nH]c3ccccc3c2=O)c1	5	-2	-5	5	3	9	-0.3	-0.7	-1.2	-2	1.4
Nc1ccc2cc(Br)ccc2c1	-27	-10	0	3	/	-14	-2.0	5.6	-3.2	-6	4.3
Cn1ncc(Cl)c1C(=O)N1CCC2(CC1)OCCO2	22	-8	1	4	16	-6	1.2	-4.0	-1.2	15	-0.7

Reprinted at random: 2 records from the list, in no set order.
SMILES	MOR-DOR inv ag	Tat transport	PKA-R1A act	PKA-R2B act	PfHsp90 yeast 2	HTR5A inv ctr	AddAB inh	MOR-DOR ag	E coli growth	Mot1-301 SUMO	phage Ecoli inh
O=c1c2ccccc2nc(-c2cccs2)n1-c1ccccc1	-8	-6	-8	-5	-28	-1	0.4	1.6	1.3	10	1.8
c1ccc2c(N3CCNCC3)cccc2c1	6	-6	-6	3	-8	-20	1.9	-1.1	1.2	64	5.2

These rows are one share of the data; rates above refer to the full screens.
